HCMV antiviral: human cytomegalovirus inhibition | HFF cells, HCMV-luciferase reporter, 72 h; active compounds read low | AID 1259415 | activity change, negative = inhibition, % at 57.5 µM | 410,000 compounds, 4.5% hits; in the data active = activity change below about -60%; inconclusive = no clear call, values can overlap the other calls; inactive = above about -39%
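Luciferase read-out from HCMV-luciferase-infected HFFs (MOI 1 PFU/cell) 72 h post infection at 37C; compounds added after 16 h cell attachment; activity normalized between buffer-only basal and Salinomycin (10uM) inhibitor controls.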
HCV inh: blocks hepatitis C virus; Huh7.5.1 HCVcc-Cre infection, luciferase reporter, 44 h; 340,000 compounds, 3.4% hits; Potency, µM (doses to about 41.8 µM), without a hit: at the top dose activity change, negative = inhibition, most hits filed as inhibitors; note: potency is the fitted concentration of half-maximal effect
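After 44 h co-culture of compound, cells and HCVcc-Cre (~0.5 moi), substrate is added for 15 min at room temperature and luciferase measured over 15 sec. Cells were seeded at 1,000/well and pre-cultured 4 h.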
AmpC inh no detg: inhibitors of E. coli AmpC beta-lactamase without detergent; AID 485341; P00811; Potency, µM (highest dose often 57.1 µM), for the others: at the top dose activity change, negative = inhibition, hits mostly inhibitors; AmpC nitrocefin hydrolysis, absorbance 480 nm, 0.0001% Triton; 330,000 compounds, 0.52% hits;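 note: potency is the fitted concentration of half-maximal effect; plate controls were no compound for no effect and no enzyme for full effect; nearly all actives have a fitted effect of over 20% in size; some results filed as inactive show a strong effect at the top dose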
Target sequence (P00811 whole entry, looked up): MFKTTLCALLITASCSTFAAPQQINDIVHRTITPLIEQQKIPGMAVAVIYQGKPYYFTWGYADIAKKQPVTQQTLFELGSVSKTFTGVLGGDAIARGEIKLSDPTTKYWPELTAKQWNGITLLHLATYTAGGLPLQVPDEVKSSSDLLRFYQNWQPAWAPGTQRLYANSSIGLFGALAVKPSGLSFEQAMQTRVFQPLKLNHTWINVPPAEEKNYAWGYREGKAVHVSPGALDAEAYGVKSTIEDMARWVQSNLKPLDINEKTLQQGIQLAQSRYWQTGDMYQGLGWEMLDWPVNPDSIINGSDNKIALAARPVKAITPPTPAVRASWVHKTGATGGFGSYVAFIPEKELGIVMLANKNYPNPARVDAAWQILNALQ
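AmpC (5.3 nM in the dispensed reagent) in 20 mM phosphate pH 7.0 with 0.01% (detergent screen) or 0.0001% Triton X-100 was preincubated with compounds for 15 min at room temperature. Nitrocefin was then added from an 800 uM solution, and hydrolysis was followed at 480 nm.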
AmpC detergent: AmpC beta-lactamase inhibition with detergent present | P00811 | AmpC hydrolysis of nitrocefin, absorbance 480 nm, 0.01% Triton | Potency, µM (series often up to 114 µM), for inactives: top-dose activity change, negative = inhibition, most hits filed as inhibitors | 370,000 compounds, 0.041% hits | AID 485294;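 note: potency is the fitted concentration of half-maximal effect; 0% = no-compound wells and -100% = no-enzyme wells; nearly all actives have a fitted effect of over 25% in size; some results filed as inactive show a strong effect at the top dose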
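20 mM phosphate pH 7.0 + 0.01% (detergent screen) or 0.0001% Triton X-100; 5.3 nM AmpC reagent; cpd preinc 15 min RT; nitrocefin (800 uM stock) to start; A480 q20 s × 4 min; Activity was normalised to no-enzyme and no-compound control wells.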
LmPK inh: blocks Leishmania mexicana pyruvate kinase activity; Potency, µM (titrated, usually from 57.5 µM), for inactives: at the highest dose activity change, negative = inhibition, most hits filed as inhibitors; Q27686; purified LmPK, Kinase-Glo ATP luminescence, 1 h; AID 1721; 290,000 compounds, 0.37% hits; note: potency is the fitted concentration of half-maximal effect
Target sequence (Q27686 whole entry, looked up): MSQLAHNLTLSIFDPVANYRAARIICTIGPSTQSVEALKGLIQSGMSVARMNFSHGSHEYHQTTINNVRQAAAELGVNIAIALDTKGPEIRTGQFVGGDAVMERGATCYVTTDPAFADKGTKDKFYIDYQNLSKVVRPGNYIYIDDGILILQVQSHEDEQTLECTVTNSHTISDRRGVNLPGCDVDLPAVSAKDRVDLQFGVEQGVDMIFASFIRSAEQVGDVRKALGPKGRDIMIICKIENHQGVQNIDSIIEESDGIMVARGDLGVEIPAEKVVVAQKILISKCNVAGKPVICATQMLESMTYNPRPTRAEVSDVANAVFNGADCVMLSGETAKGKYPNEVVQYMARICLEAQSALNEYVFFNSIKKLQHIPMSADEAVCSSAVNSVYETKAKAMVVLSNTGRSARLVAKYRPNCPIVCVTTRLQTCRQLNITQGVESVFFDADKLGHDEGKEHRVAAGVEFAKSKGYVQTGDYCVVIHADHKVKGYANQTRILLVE
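In 50 mM imidazole pH 7.2 with 7 mM MgCl2, LmPK (0.1 nM) turned over PEP (0.5 mM) and ADP (0.1 mM) for 1 h at room temperature. Luciferase read-out of ATP.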
AMA1 RON2 block: AMA1-RON2 (P. falciparum) interaction inhibition; AlphaScreen AMA1-biotinylated RON2 peptide binding; Potency, µM (titrated, usually from 58.2 µM), without a hit: at the highest dose activity change, negative = inhibition, usual class: inhibitors; 360,000 compounds, 0.2% hits; AID 720542;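 note: potency is the fitted concentration of half-maximal effect; 0% = vehicle wells and -100% = peptide control; nearly all actives have a fitted effect of over 45% in size; some results filed as inactive show a strong effect at the top dose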
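AMA1 (3D7) with his tag at 25 nM final met compounds first, then biotinylated RON2 peptide at 25 nM; detection used donor plus acceptor beads, 10 µg/mL apiece, read by AlphaScreen after 30 min at room temperature.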
Tb PYK inh: blocks Trypanosoma brucei pyruvate kinase. 410,000 compounds, 0.12% hits. TbPYK enzyme, Kinase-Glo Plus ATP luminescence, 45 min. Q57TT1. Potency, µM (top dose mostly 76.8 µM), for the others: top-dose activity, negative = inhibition, most hits filed as inhibitors; note: potency is the fitted concentration of half-maximal effect; nearly all actives have a fitted effect of over 50% in size
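Quantitative HTS: titrated library compounds versus trypanosomal pyruvate kinase in TEA buffer (pH 7.2) containing KCl, MgCl2, BSA and Tween-20. Reactions were initiated with ADP, 130 uM final. Kinase-Glo Plus luminescence was read after 45 min at RT.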
Numbers without * were called inactive; ? = inconclusive; nt = not tested or not shown; & = joins results of further samples; [ ] = dose if it differs, or a comment. Unless noted, calls come from the whole dose curve; as a rule, active = well fitted curve in the direction sought with a large enough effect; inconclusive = small, poorly fitted or top-dose-only effect, or another doubt; inactive = no such curve, though single readings can be large; an effect the other way counts as inactive or inconclusive. Unless noted, % is set by controls: 0 for no effect and ±100 for the full control effect.

Molecule,HCMV antiviral,HCV inh,AmpC inh no detg,AmpC detergent,LmPK inh,AMA1 RON2 block,Tb PYK inh
CC(C)(C)C(=O)Nc1ccc(C(=O)CN2C(=O)NC3(CCOc4ccccc43)C2=O)cc1 (stereo not drawn),77,?,-24%,-10%,nt,-7%,-1%
Cc1cnc(C(=O)OCC(=O)N(C(C)C)C(C)C)cn1,40,-5%,-3%,-10%,6%,6%,-5%
COc1cccc(OCc2nc3ncc(Br)cc3[nH]2)c1,22,?,-18%,?,6%,-23%,13%
CCOC(=O)c1c(C)c(-c2ccccc2)n(CC(=O)Nc2cccc(C)c2C)c1C,12,nt,nt,-6%,nt,nt,3%
COc1ccc(-n2c(=S)[nH]c3cc(C(=O)NCc4ccco4)ccc3c2=O)cc1OC,-5&-13,20%&0%,-11%&16%,-6%&2%,1%&5%,51%&64%[activator],-5%&1%
COc1ccccc1-c1oc2ccccc2c1-c1ccc2cc[nH]c2c1,13,11µM*,-28%,0%,nt,-14%,-10%
CCCCCCCn1c(NC(=O)CC)nc2ccccc21,-84*,-35%,29%,-1%,0%,83%[activator],-10%
Cc1ccc(S(=O)(=O)NCC(c2ccccc2)N2CCCCC2)cc1 (stereo not drawn),24,4%,-26%,-4%,5%,-1%,1%
O=C(O)c1ccc(Nc2nc(-c3ccccc3)c3ccccc3n2)cc1,11,5%,-18%,-20%,0%,2%,3%
Cc1cccc(C(=O)NC2CCN(C(=O)N3CCOCC3)CC2)c1,83,9%,-18%,4%,-2%,3%,1%
CCCCC[C@@H]1C=C(C(=O)O)[C@H](c2ccc(C)cc2)N1S(=O)(=O)c1ccc(C)cc1,-3,-5%,-15%,nt,nt,-3%,4%
CC(C)CC1C(C#N)=C(N)Oc2n[nH]c(-c3ccccc3)c21 (stereo not drawn),7,6%,-24%,?,5%,14%,0%
CCN(CC)c1ccc(CN2CCC(C(=O)NCc3ccc(C)cc3)CC2)cc1,0,?,21%,-6%,5%,-10%,-1%
Cc1ccc(S(=O)(=O)N2Cc3cc(-c4cccc(F)c4)ccc3-n3nncc3C2)cc1,-11,nt,nt,nt,nt,16%,6%
O=C1C2CCCN2C(c2ccccc2F)N1c1ccc(F)cc1 (stereo not drawn),-4,5%,24%,1%,1%,18%,2%
O=C(c1cccc2ccccc12)C1CCCN(C(=O)CCc2cnccn2)C1 (stereo not drawn),-2,-19%,73%[activator],-9%,-1%,-10%,-2%
O=C(O)CSc1nnc(-c2ccc(Cl)cc2Cl)n1Cc1ccccc1,8,24%,-46%,-14%,4%,-12%,0%
CCc1ccn2cc(-c3cc(-c4ccccc4)no3)nc2c1,-95*,10µM*,-10%,4%,16µM*,-8%,-7%
CC(=O)N1CCN(CC(=O)Nc2ccccc2C(=O)Nc2ccccc2)CC1,31,17%,0%,nt,nt,-7%,2%
Cc1cc(Cl)ccc1N(CC(=O)NCCSCc1ccco1)S(C)(=O)=O,0,9%,29%,8%,10%,5%,-8%
CCNc1nc(NCC)nc(SCCOC(=O)Nc2ccccc2)n1,6,-27%,-10%,-2%,-3%,-4%,-1%
C=CCN1C(=O)N(CC=C)c2cccc3cccc1c23,?,-17%,1%,-4%,-3%,-2%,3%
CCOC(=O)c1ccccc1NC(=O)c1cc2sccc2n1C,10,?,-25%,2%,0%,1%,-6%
Cc1ccc(-c2nn(-c3cccc(F)c3)cc2CNCc2cccnc2)o1,-6,1%,65%[activator],-4%,1%,-5%,1%
O=C(O)CN1CCNCC1,nt,nt,-9%,?,-2%,nt,nt
Cn1c(CC(=O)NNC(=O)c2cncc(Br)c2)nc2ccccc21,8,17%,-16%,nt,nt,110%[activator],1%
CC1(C)CC(=O)C=C(C(=O)N2CCCC(C(=O)c3cc(F)ccc3F)C2)O1 (stereo not drawn),-24,nt,nt,nt,nt,7%,-9%
O=P(O)(O)Cc1c(Cl)cccc1Cl,31,17%,-11%,-12%[57.1 µM],3%,-16%,4%
COc1ccc(OCCNC(=O)CSc2ccc(C(F)(F)F)cc2[N+](=O)[O-])cc1,-6,4%,-22%,-4%,0%,0%,7%
Cc1ccc(Cl)cc1N1CCN(C(=O)C2CCCN(Cc3nc(-c4cccc(Cl)c4)oc3C)C2)CC1 (stereo not drawn),-69*,nt,nt,19%,nt,nt,4%

Next section:
SMILES | HCMV antiviral | HCV inh | AmpC inh no detg | AmpC detergent | LmPK inh | AMA1 RON2 block | Tb PYK inh
COc1ccc(-c2nc(S(=O)(=O)c3ccccc3)c(NCCCN3CCOCC3)o2)cc1 | ? | 13% | 55% | nt | nt | 47%[activator] | 0%
Cc1c(CCOC(=O)c2cc([N+](=O)[O-])cc([N+](=O)[O-])c2)sc[n+]1CC(=O)c1ccc(Br)cc1 | -33 | 10µM* | 133%[activator] | 1% | 3% | 5% | 2%
COc1ccc(OCC(CO)N2CCN(c3ccccc3)CC2)cc1 (stereo not drawn) | -27 | 4% | nt | nt | nt | -4% | 6%
COC(=O)c1ccc(Oc2nc(N3CCCCC3)nc(N3CCOCC3)n2)cc1 | 4 | ? | 64%[activator] | -16% | 5% | 2% | 5%
C[C@H](CO)N1C[C@H](C)[C@@H](CN(C)S(=O)(=O)c2cn(C)cn2)Oc2c(NS(=O)(=O)c3cn(C)cn3)cccc2C1=O | -1 | 39%[activator] | -20% | nt | nt | 15% | -2%
CC(=O)c1cccc(NC(=O)CSc2nnc(-c3cccnc3)o2)c1 | 52 | 11% | -16% | ? | 2% | 27% | -7%
O=C(CCN1C(=O)c2ccccc2C1=O)N1CCN(C(=O)c2ccccc2)CC1 | 17 | 4%&19% | 12% | -3% | 4% | 10% | 5%
COc1ccccc1NC(=O)CCS(=O)(=O)c1ccccc1 | -36 | 24% | 0% | -3% | 8% | 3% | -1%

Complete entries, looked up by structure:
Listed for O=C1C2CCCN2C(c2ccccc2F)N1c1ccc(F)cc1 (stereo not drawn) → HCMV antiviral: -4; HCV inh: 5%; AmpC inh no detg: 24%; AmpC detergent: 1%; LmPK inh: 1%; AMA1 RON2 block: 18%; Tb PYK inh: 2%
Listed for COc1cccc(OCc2nc3ncc(Br)cc3[nH]2)c1 → HCMV antiviral: 22; HCV inh: ?; AmpC inh no detg: -18%; AmpC detergent: ?; LmPK inh: 6%; AMA1 RON2 block: -23%; Tb PYK inh: 13%
Listed for O=P(O)(O)Cc1c(Cl)cccc1Cl → HCMV antiviral: 31; HCV inh: 17%; AmpC inh no detg: -11%; AmpC detergent: -12%[57.1 µM]; LmPK inh: 3%; AMA1 RON2 block: -16%; Tb PYK inh: 4%

Additional structures follow.
SMILES | HCMV antiviral | HCV inh | AmpC inh no detg | AmpC detergent | LmPK inh | AMA1 RON2 block | Tb PYK inh
COc1ccc(S(=O)(=O)Nc2ccc(-c3ccc(N4CCCC4)nn3)cc2)cc1F | 48 | nt | nt | -2% | nt | nt | 0%
COCCNC(=S)Nc1cc(OC)c(OC)cc1C#N | -8 | -5% | -7% | 2% | 2% | 8% | 3%
O=C(CCc1nnc(-c2ccc3c(c2)OCO3)o1)NCCc1ccccc1F | 0 | 0% | 6% | -11% | -2% | -12% | ?
CC(Cc1ccccc1)C(=O)Nc1ccccc1 (stereo not drawn) | -10 | 10% | -3% | -12% | -5% | 0% | -9%
O=C(Nc1nccs1)C(Br)C(Br)c1ccccc1 (stereo not drawn) | 120 | -16% | -25% | -5% | -9% | 11% | -27%
Cn1cc(C(c2ccccc2OCC(=O)O)c2cn(C)c3ccccc23)c2ccccc21 | 41 | 20% | -19% | -13% | -5% | -26% | ?
CCn1c(SCC(=O)N(C(C)C)C(C)C)nnc1-c1cc2ccccc2cc1O | -36 | ? | -14% | -5% | -2% | -14% | 3%
COc1ccc(C2CC(=O)C=C(O)C2)cc1 (stereo not drawn) | ? | 29% | -14% | -9% | 1% | -6%[11.6 µM] | -2%

Other entries
SMILES | HCMV antiviral | HCV inh | AmpC inh no detg | AmpC detergent | LmPK inh | AMA1 RON2 block | Tb PYK inh
O=C(NCc1ccco1)c1ccc2c(c1)N(Cc1ccc(Cl)cc1)C(=O)c1ccccc1S2=O (stereo not drawn) | -25 | nt | nt | 8% | nt | nt | 10%
COc1ccc(C(=O)C2CCCN(Cc3ccc(C)s3)C2)cc1OC (stereo not drawn) | -30 | -14% | 29% | 4% | 7% | -17% | 2%
CCOC(=O)C1CCCN(C(=O)c2cccc(S(=O)(=O)N3CCOCC3)c2)C1 (stereo not drawn) | -13 | -6% | -1% | 0% | 1% | 8% | -6%
COc1ccc(C(=O)NC(CCSC)C(=O)NCc2nnc3ccccn23)cc1 (stereo not drawn) | -19 | 3% | -7% | -15% | nt | -15% | -2%
Cc1nc2ccccc2c(=O)n1Nc1cccc(Cl)c1 | -10 | 20% | 35% | 0% | 3% | 26% | -1%
C/C(COc1ccccc1)=N\NC(=O)c1nnn(-c2nonc2N)c1CSc1ccccc1 | -40 | -2% | -40% | 4% | -2% | 73%[activator] | -1%
CC12CN3CCN(CC(C3)/C1=N/NC(=O)Nc1ccccc1)C2 | -17 | 11% | -1% | -3% | -10% | 2% | -15%
COc1ccc(C(=O)Cn2c(NCCO)nc3ccccc32)cc1 | -32 | 10% | -3% | 3% | -9% | -5% | 1%

More records:
SMILES | HCMV antiviral | HCV inh | AmpC inh no detg | AmpC detergent | LmPK inh | AMA1 RON2 block | Tb PYK inh
CC1(c2nc3ccccc3[nH]2)CCC(=O)N1Cc1ccccn1 (stereo not drawn) | 4 | nt | nt | nt | nt | 93%[activator] | 1%
O=C(CCS(=O)(=O)c1cccc2nonc12)Nc1c(F)cccc1F | -19 | nt | nt | ? | nt | nt | -2%
CN(C)C1(CNC(=O)C2CCC(=O)N(Cc3ccc(Cl)cc3)C2)CCCCC1 (stereo not drawn) | -17 | 2% | 51% | ? | -10% | -4% | 1%
Cc1ccccc1NCC(=O)N/N=C/C(Br)=C/c1ccccc1 | -16 | ? | -28% | 3% | 3% | -3% | -19%
CCOc1ccc(NC(=O)N2CCC(CN3CCc4ccccc4C3)CC2)cc1 | ? | nt | nt | -2% | nt | nt | 17%
